Assay outcomes as filed in PubChem.
Spn PMK inh – inhibitors of Streptococcus pneumoniae phosphomevalonate kinase; purified PMK, PK/LDH-coupled NADH absorbance 340 nm; inhibition, % at 10 µM; 65,000 tested, 0.49% active; AID 539;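 active means top-ranked compounds by inhibition in the single 10 µM screen, taking a fixed number of the strongest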;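 further: 0% = full reaction with DMSO carrier and 100% = background rate without enzyme reaction; no value below 0 was filed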
Spn DPM-DC inh – S. pneumoniae DPM-DC inhibition | purified DPM-DC, PK/LDH coupled NADH fluorescence | 65,000 tested, 0.49% active | calls only at 10 µM;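 active means the 320 compounds with the highest percent inhibition in the single-dose primary screen, excluding strongly autofluorescent ones, cut at about 32% in these data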;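 further: kinetic rate of NADH fluorescence loss reporting ADP formed by the decarboxylase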
MK inhibit – blocks S. pneumoniae mevalonate kinase; purified MK, PK/LDH-coupled NADH absorbance 340 nm; inhibition, % at 10 µM; 65,000 tested, 0.48% active; AID 555;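 active means ranked among the strongest by inhibition in the single 10 µM screen, a fixed top-ranked set picked for dose follow-up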; further: no value below 0 was filed
HT1080 viability – cytotoxicity in HT1080 fibrosarcoma cells, cell-based, fluorescence readout (AID 620); HT1080 viability, fluorescence; higher % means a stronger effect; cytotoxicity, % at 10 µM; hits with a dose series show EC50 in µM; 87,000 tested, 0.42% active;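 further: cells exposed to compound overnight then 4 h with Alamar Blue; 0% = vehicle DMSO and 100% = killing control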
Bfl-1 inhibitors – displacement of Bid BH3 peptide from Bfl-1 – biochemical, fluorescence polarization, FITC-Bid, mouse, primary screen (AID 432); displacement, % at 20 µM; hits with a dose series show IC50 in µM; FITC-Bid BH3 peptide fluorescence polarization displacement; higher % means a stronger effect; 64,000 tested, 0.02% active; in the data active means a potency from the dose series; inactive means the rest, 99 in 100 with displacement below about 15%; further: strong numbers were not always called active
KRASV12 cytotoxicity – cytotoxicity in KRAS-transformed pancreatic duct cells, primary screen, cell-based, fluorescence, HTS (AID 431); HPDE-C7K KRASV12 cells, Alamar Blue viability, 48 h; higher % means a stronger effect; cytotoxicity, % at 10 µM; hits with a dose series show EC50 in µM; 63,000 tested, 1.7% active;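 active means compounds whose percent cytotoxicity in the single-dose primary screen, scaled between solvent and toxic-drug controls, exceeds 50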;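 further: 0% = DMSO solvent wells and 100% = doxorubicin-treated wells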
TNAP inhibition – inhibition of tissue-nonspecific alkaline phosphatase – biochemical, luminescent (AID 518). purified TNAP enzyme, luminescent substrate readout; higher % means a stronger effect. inhibition, % at 20 µM; hits with a dose series show IC50 in µM. 64,000 tested, 0.09% active; in the data active means a potency from the dose series; inactive means the rest, 99 in 100 with inhibition below about 22%;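 further: plate controls were vehicle for no effect and reference inhibitor for full effect; many of its hits are not listed in these tables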
HPDE-C7 viability – HPDE-C7 pancreatic duct cell viability loss – fluorescence, HTS (AID 430) | HPDE-C7 pancreatic duct cells viability, fluorescence; higher % means a stronger effect | cytotoxicity, % at 10 µM, or EC50 in µM where a hit was titrated | 63,000 tested, 1.8% active;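 further: cells exposed to compound for 48 hours before viability readout; 0% = vehicle and 100% = reference cytotoxic drug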
LYP inhibition – inhibition of human PTPN22 tyrosine phosphatase – biochemical, DiFMUP fluorescence, recombinant catalytic domain, 10 µM, primary screen (AID 606) | recombinant LYP catalytic domain, DiFMUP fluorescence; higher % means a stronger effect | one-dose inhibition, % at 10 µM; IC50 in µM for titrated hits | 52,000 tested, under 10 active;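 active means IC50 under 40 µM in the dose-response test; inactive means IC50 of 40 µM or more, or never dose-tested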
Spn PMK inh pilot replicates – second read-out of Spn PMK inh, no call of its own (marks repeat the call); inhibition, %; measured here: pilot screen replicates
MK inhibit pilot replicates – second read-out of MK inhibit, no call of its own (marks repeat the call); inhibition, %; measured here: pilot screen replicates
Spn DPM-DC inh pilot screen % – further read-out of Spn DPM-DC inh, marked with its call; inhibition, %; measured here: pilot screen trials
Numbers without * were called inactive; i = inactive; · = no result given. Unless noted, no stated cut-off is given here; in the data, active means cytotoxicity above about 50%; inactive means the rest.

SMILES	Spn PMK inh	Spn DPM-DC inh	MK inhibit	HT1080 viability	Bfl-1 inhibitors	KRASV12 cytotoxicity	TNAP inhibition	HPDE-C7 viability	LYP inhibition	others
Cc1oc2cc(O)cc(O)c2c(=O)c1-c1ccc2c(c1)OCCCO2	2	i	8	6%	6%	-6%	3%	-5%	2%
COc1nc(N(C#N)CC(N)=O)nc(N2CCCC2)n1	17	i	7	12%	0%	-7%	3%	-8%	5%
Cc1cc(C)c2c(CC(=O)NCc3ccco3)coc2c1	4	i	0	-1%	-5%	6%	3%	4%	5%	Spn PMK inh pilot replicates=0.0;MK inhibit pilot replicates=0.0;Spn DPM-DC inh pilot screen %=0.5
CCOC(=O)c1[nH]c(C)c(C(=O)Nc2ccc(C)c(C)c2)c1C	2	i	3	-12%	-1%	-4%	9%	8%	-7%
O=C(c1ccccc1)c1cncc(Br)c1	0	i	9	-4%	15%	-9%	9%	1%	3%
CCOC(=O)c1cccc(NC(=O)CCc2c(C)nc3ncnn3c2C)c1	14	i	7	12%	-5%	-3%	10%	-4%	-3%
CC(=O)c1ccc(OCC(O)CN2CCCC(C)C2)cc1 (stereo not given)	12	i	4	-1%	-4%	11%	11%	-1%	13%
Nc1nnc(SCc2coc(-c3ccc(Cl)cc3)n2)s1	7	i	4	-4%	0%	-4%	4%	-1%	-4%
CC(C)OCCCNC(=O)c1ccncc1	8	i	14	-7%	2%	-10%	2%	-12%	3%
COc1ccc(Br)cc1C1CC(=O)N2CN(Cc3ccccc3)CSC2=C1C#N (stereo not given)	4	i	27	-1%	-2%	-6%	15%	1%	-3%
COc1ccc(Cl)cc1N1CC(c2nc3ccccc3[nH]2)CC1=O (stereo not given)	3	i	1	2%	-2%	2%	10%	-8%	9%	Spn PMK inh pilot replicates=8.0;MK inhibit pilot replicates=0.0;Spn DPM-DC inh pilot screen %=5.5
COc1cc(C(=O)NCCC(=O)NCCCN2CCCCC2C)cc(OC)c1OC (stereo not given)	16	i	0	-6%	-4%	-5%	5%	1%	23%
O=C(NCCCN1CCN(Cc2ccccc2)CC1)c1nnc(Cc2c(F)cccc2Cl)o1	9	i	4	5%	-1%	9%	2%	-7%	·
CCC(C)Cn1c(S(=O)(=O)O)nc2ccccc21 (stereo not given)	1	i	3	-11%	-4%	-8%	5%	-5%	0%
COC(=O)C1=CNC=C(C(=O)OC)C1c1ccc(Cl)cc1	0	·	3	7%	-6%	20%	-8%	10%	10%

Part of the list above in order of heavy-atom count, ascending.
SMILES	Spn PMK inh	Spn DPM-DC inh	MK inhibit	HT1080 viability	Bfl-1 inhibitors	KRASV12 cytotoxicity	TNAP inhibition	HPDE-C7 viability	LYP inhibition	others
CC(C)OCCCNC(=O)c1ccncc1	8	i	14	-7%	2%	-10%	2%	-12%	3%
CCOC(=O)c1[nH]c(C)c(C(=O)Nc2ccc(C)c(C)c2)c1C	2	i	3	-12%	-1%	-4%	9%	8%	-7%
CCOC(=O)c1cccc(NC(=O)CCc2c(C)nc3ncnn3c2C)c1	14	i	7	12%	-5%	-3%	10%	-4%	-3%

Remaining list, next part:
SMILES	Spn PMK inh	Spn DPM-DC inh	MK inhibit	HT1080 viability	Bfl-1 inhibitors	KRASV12 cytotoxicity	TNAP inhibition	HPDE-C7 viability	LYP inhibition	others
CCN(CC)c1ccc2cc(C(=O)Nc3ccc(-n4cnnn4)c(OC)c3)c(=O)oc2c1	0	i	9	-8%	-44%	-24%	-1%	-11%	·
COC(=O)c1[nH]c2ccc(C)cc2c1NC(=O)C(C)N1CCN(C2CCCCC2)CC1 (stereo not given)	8	·	7	4%	1%	22%	8%	7%	·
Cc1ccc(C=Nc2ccc(N(C)C)cc2)o1	0	i	10	25%	-4%	20%	11%	7%	8%
Cc1ccccc1N1C(=O)N(c2cccc(C(F)(F)F)c2)C2CS(=O)(=O)CC21 (stereo not given)	5	i	7	-4%	2%	-6%	0%	1%	7%
Nc1[nH]c(=S)[nH]c(=O)c1-c1ccccc1	0	i	3	-5%	1%	1%	0%	-1%	-2%
COc1cccc(-c2nnc(NC(=O)c3ccc(S(=O)(=O)N4CCOCC4)cc3)o2)c1	9	i	3	26%	-4%	1%	8%	14%	3%
CCOc1ccc(N(CC(=O)NC(C)(C)C)S(=O)(=O)c2c(C)noc2C)cc1	11	i	6	-10%	-2%	-4%	11%	-7%	5%
O=C(CCSc1ccccc1)NCCN1CCOCC1	0	i	9	1%	1%	-12%	6%	-7%	12%
COc1cccc(-c2cc(C(=O)NCc3ccco3)no2)c1	17	i	0	·	-1%	3%	15%	-2%	-5%
CCOc1ccc(CC(=O)Nc2c(C(N)=O)oc3ccccc23)cc1OCC	12	i	6	2%	2%	4%	6%	-6%	·
CCOCCn1cnc2sc(C(=O)Nc3nc(C)c(C(=O)OCC)s3)c(C)c2c1=O	20	i	0	0%	-4%	3%	14%	15%	·	Spn PMK inh pilot replicates=4.5;MK inhibit pilot replicates=3.0;Spn DPM-DC inh pilot screen %=4.0
COc1ccc(-n2c(COc3ccccc3)nnc2SCc2ccc(C#N)cc2)cc1	11	i	6	1%	1%	-5%	8%	-9%	16%	Spn PMK inh pilot replicates=0.5;MK inhibit pilot replicates=4.0;Spn DPM-DC inh pilot screen %=0.0
O=S(=O)(c1cccs1)N1CN(CC2CCCO2)c2nc3ccccc3nc21 (stereo not given)	12	i	7	-4%	3%	8%	14%	6%	7%
O=C(Nc1cccc(C(F)(F)F)c1)c1cccnc1N1CCCC1	2	i	7	0%	-2%	-12%	4%	-16%	7%	Spn PMK inh pilot replicates=0.0;MK inhibit pilot replicates=0.0;Spn DPM-DC inh pilot screen %=1.5
Nc1c(C(=O)NCC2CCCO2)c2nc3ccccc3nc2n1/N=C/c1ccncc1 (stereo not given)	9	i	1	-8%	10%	19%	1%	4%	3%
Cc1cc(NC(=O)c2ccc3c(c2)C(=O)N(CCC(C)C)C3=O)no1	0	i	14	12%	-5%	-1%	6%	-4%	10%
CN(C)S(=O)(=O)c1cccc(C(=O)N(Cc2ccc(F)cc2)Cc2ccco2)c1	1	i	3	11%	-13%	-7%	20%	-10%	15%
CC1CC(C)(C)NCc2ccccc21 (stereo not given)	11	i	4	-5%	3%	-16%	6%	-23%	11%
O=C(Nc1ccon1)C(Sc1ccccc1)c1ccccc1 (stereo not given)	11	i	5	2%	2%	-16%	9%	-9%	11%
COc1ccc(OCCCON2C(=O)c3ccccc3C2=O)cc1	0	i	8	-4%	-4%	-1%	6%	-10%	4%
Nc1ncnc2c1ncn2C1CCC(CO)C(O)C1 (stereo not given)	0	i	10	5%	0%	-6%	-2%	-9%	·
O=C(CSc1nc(-c2ccco2)cc(C(F)(F)F)n1)Nc1ccc2c(c1)OCO2	3	i	8	-5%	·	·	·	·	3%
COc1ccc(NS(=O)(=O)c2ccc(OC)c(OC)c2)cc1OC	7	i	8	-11%	-2%	4%	-10%	-3%	-6%
O=C(CN1CCN(c2ccccc2)CC1)Nc1nccs1	0	i	8	0%	-3%	-9%	-8%	-7%	6%
Clc1ccccc1Nc1ncnc2c1nnn2Cc1ccccc1	14	i	6	-10%	8%	12%	15%	9%	-1%
Oc1ccc(CNc2ccc(F)cc2)c2cccnc12	10	i	0	22%	3%	53%*	1%	45%	4%
NC(=O)c1nsc(C(=O)N(CC(=O)NCc2ccc3c(c2)OCO3)C2CCCCC2)c1N	7	i	6	0%	-3%	-4%	2%	-1%	·
CCOC(=O)C(NC(C)=O)(Nc1ccc(S(=O)(=O)Nc2cc(C)nc(C)n2)cc1)C(F)(F)F (stereo not given)	0	i	9	-4%	-1%	-16%	-10%	-10%	1%
Cc1cc(C)n2c3c(c(C#N)c2n1)CC(C)(C)OC3	9	i	5	21%	-10%	-6%	3%	1%	5%
CC1(C)CC(=O)c2c(O)cc(O)cc2O1	6	i	14	11%	-4%	5%	21%	-3%	3%	Spn PMK inh pilot replicates=0.5;MK inhibit pilot replicates=1.5;Spn DPM-DC inh pilot screen %=1.0
CN1CCN(c2cc(=O)n(-c3ccc(Cl)cc3)c(=O)[nH]2)CC1	0	i	6	3%	-1%	-10%	6%	-3%	-38%
Fc1ccc(-c2nn3c(C4COc5ccccc5O4)nnc3s2)cc1 (stereo not given)	6	i	8	-5%	0%	20%	8%	10%	8%
COc1ccc(NC(=O)CSc2nnc(CN3CCOCC3)n2-c2ccccc2)cc1Cl	3	i	3	4%	0%	-9%	3%	-10%	-3%
CCOC(=O)N1CCC(NC(=O)Cn2c3c(c(-c4ccccc4Cl)cc2=O)CCC3)CC1	11	·	9	2%	-3%	5%	20%	-5%	9%	Spn PMK inh pilot replicates=1.5;MK inhibit pilot replicates=2.5
CCOC(=O)c1c(C)[nH]c(C(=O)COC(=O)c2cnc(C)cn2)c1C	3	i	2	-7%	4%	-1%	8%	4%	9%
COC(=O)c1ccccc1NC(=O)c1cnn2c(C(F)F)cc(C3CC3)nc12	2	i	0	9%	-8%	2%	8%	-3%	5%
Cc1cc(NC(=O)c2cnn3cccnc23)n(-c2ccccc2)n1	7	i	10	4%	-3%	6%	13%	0%	2%
COc1ccc(N2C(=O)CC(Cc3ccccc3)C2=O)cc1 (stereo not given)	10	i	7	-7%	0%	-12%	2%	-1%	6%
Cc1cc(C)cc(-c2nnc(SCC(=O)NCc3cccs3)o2)c1	1	i	16	7%	2%	2%	10%	-11%	4%
O=C1CCCC2=C1C1(CCCC1)N=C(Nc1nc3ccccc3o1)N2	5	i	14	-14%	4%	28%	-4%	21%	·
Cc1cc(-n2c(C)cc(C(=O)CN3C(=O)NC4(CCCCC4C)C3=O)c2C)no1 (stereo not given)	2	i	10	-8%	-2%	-10%	8%	-17%	·
COc1ccccc1N1CCN(CCc2n[nH]c(=S)n2-c2ccccc2)CC1	0	i	46*	-1%	1%	-1%	8%	-10%	·
c1ccc2c(c1)[nH]c1c(N3CCSCC3)ncnc12	14	·	5	4%	-5%	44%	8%	44%	-1%
COc1ccc(NC(=O)c2ccco2)cc1N	13	i	6	-8%	0%	-13%	-1%	-9%	·
Cc1ccc(N(C(=O)c2ccc3c(c2)OCO3)C2C=CS(=O)(=O)C2)cc1 (stereo not given)	16	i	12	-2%	-5%	-3%	6%	-5%	4%
Cc1ccc2c(c1)N(CC(=O)c1cccc(Cl)c1)C(=O)C(C)O2 (stereo not given)	10	i	0	14%	-3%	10%	16%	3%	-3%
CCc1nc(SCC(=O)Nc2cc(C)on2)c2c(C)c(C)sc2n1	20	i	0	-8%	13%	-13%	16%	-2%	·
CCc1c(C)sc(NC(=O)c2cc(-c3ccco3)on2)c1C#N	4	i	7	-2%	-5%	-9%	11%	-7%	5%
CCC1CCCCN1c1nc(-c2cccc(OC)c2O)nc2ccccc12 (stereo not given)	5	i	0	9%	4%	8%	9%	-3%	7%
Cc1cc(OCC(=O)Nc2ccc(S(=O)(=O)N3CCN(C)CC3)cc2)cc(C)c1Cl	6	i	13	8%	-2%	-2%	2%	-2%	·
CCOC(=O)c1csc(NC(=O)c2ccc(S(=O)(=O)N(CC)CC)cc2)n1	13	i	3	4%	·	·	·	·	17%
